Source: PubChem BioAssay
BLM helicase inh – qHTS Assay for Inhibitors of Bloom's syndrome helicase (BLM) | AID 2528, 2010 | hit rate 0.2% among 350,000 | RecQ-like DNA helicase BLM (Homo sapiens), P54132 | recombinant BLM DNA unwinding, fluorescence dequenching | Potency, µM (titrated, usually from 56.1 µM), without a hit: top-dose activity change, negative = inhibition, most hits filed as inhibitors;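 further: plate controls were vehicle for no effect and no enzyme for full effect; nearly all actives have a fitted effect of over 35% in size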
POLB inh – qHTS Assay for Inhibitors of DNA Polymerase Beta; P06746; Pol beta primer extension/strand displacement, fluorescence kinetic; Potency, µM (highest dose often 114 µM), for the others: at the highest dose activity change, negative = inhibition, actives largely listed as inhibitors; hit rate 1.3% among 340,000; AID 485314, 2010; further: on the % scale 0 is the no-effect control and ±100 the full control effect
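Pol beta (10 nM) was preincubated with compound for 15 min at room temperature. The reaction was then started with 50 nM substrate and read immediately and after a further 10 min at room temperature.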
Apoferritin bind – qHTS Assay for Identification of Novel General Anesthetics; Ferritin light chain (Equus caballus), P02791; Potency, µM (doses to about 77.5 µM), for inactives: top-dose activity change, negative = displacement, hits mostly inhibitors; apoferritin/1-aminoanthracene competitive binding, fluorescence; hit rate 0.074% among 350,000; further: on the % scale 0 is the no-effect control and ±100 the full control effect; nearly all actives have a fitted effect of over 20% in size
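Concentration-response curves derived by four-parameter Hill fitting of normalized fluorescence, where compounds displaced 1-AMA from 10 uM horse apoferritin following a brief 10 min room-temperature incubation; propofol titration acted as positive control.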
BAZ2B block – qHTS Assay for Inhibitors of BAZ2B | Bromodomain adjacent to zinc finger domain protein 2B (Homo sapiens), Q9UIF8 | AlphaScreen BAZ2B-H3K14Ac peptide displacement | Potency, µM (top dose mostly 114 µM), for inactives: at the highest dose activity change, negative = inhibition, most hits filed as inhibitors | hit rate 4.4% among 360,000 | AID 504333, 2011; further: on the % scale 0 is the no-effect control and ±100 the full control effect; nearly all actives have a fitted effect of over 60% in size
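AlphaScreen displacement: compounds (up to 110uM) incubated 30 min at room temperature with a preformed 50 nM BAZ2B/50 nM biotinylated H3K14Ac peptide complex in PBS pH 7.4 with Tween-20. Donor and acceptor beads at 10 ug/mL final added, 20 min light-protected before reading.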
POLK inh – qHTS for Inhibitors of Polymerase Kappa. purified Pol kappa, fluorescent DNA synthesis assay, 10 min. hit rate 0.53% among 400,000. Potency, µM (titrated, usually from 107 µM), inactives show top-dose activity, negative = inhibition, usual class: inhibitors. AID 588579, 2011; further: on the % scale 0 is the no-effect control and ±100 the full control effect
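Inhibition of 10 nM Pol kappa is measured by a fluorescent read-out at 0 and 10 min following addition of 50 nM substrate (final), with a 15-min room-temperature compound preincubation.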
G9a block – qHTS Assay for Inhibitors of Histone Lysine Methyltransferase G9a. G9a H3K9 monomethylation, AlphaScreen, 2 h. Potency, µM (titrated, usually from 102 µM), without a hit: at the top dose activity, negative = inhibition, usual class: inhibitors. hit rate 8.8% among 350,000; further: on the % scale 0 is the no-effect control and ±100 the full control effect; nearly all actives have a fitted effect of over 75% in size
Target sequence (Q96KQ7 913-1193 limits assumed): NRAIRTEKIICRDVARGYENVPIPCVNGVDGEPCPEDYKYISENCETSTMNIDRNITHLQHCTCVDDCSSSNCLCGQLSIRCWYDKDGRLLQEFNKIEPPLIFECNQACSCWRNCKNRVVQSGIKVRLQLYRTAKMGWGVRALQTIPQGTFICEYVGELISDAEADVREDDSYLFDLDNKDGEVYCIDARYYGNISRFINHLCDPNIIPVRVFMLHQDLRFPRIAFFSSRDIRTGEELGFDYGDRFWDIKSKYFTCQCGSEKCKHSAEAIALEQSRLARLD
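Enzyme 20 nM + cpd, 15 min RT; add b-H3K9 pep 500 nM / SAM 20 uM; 2 h RT; anti-H3K9me1 Ab 0.5 ug/mL + SA donor / anti-rabbit acceptor beads 20 ug/mL each, 10 min; AlphaScreen read.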
POLI inh – qHTS for Inhibitors of Polymerase Iota; DNA polymerase iota (Homo sapiens), Q9UNA4; Pol iota fluorescent replication assay, 10 min; Potency, µM (highest dose often 115 µM), for inactives: at the highest dose activity, negative = inhibition, actives largely listed as inhibitors; hit rate 1% among 390,000; AID 588590, 2011
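Pol iota at 10 nM preincubated 15 min with compounds at room temperature; reaction started with fluorescent substrate, 50 nM final. Fluorescence read kinetically at 0 and 10 min; buffer-only wells as negative control.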
Pol eta inh – qHTS for Inhibitors of Polymerase Eta; recombinant Pol eta, fluorescent DNA replication assay; Potency, µM (highest dose often 114 µM), for the others: at the highest dose activity change, negative = inhibition, most hits filed as inhibitors; hit rate 1.2% among 390,000; further: on the % scale 0 is the no-effect control and ±100 the full control effect
Target sequence (Q9Y253 whole entry, looked up): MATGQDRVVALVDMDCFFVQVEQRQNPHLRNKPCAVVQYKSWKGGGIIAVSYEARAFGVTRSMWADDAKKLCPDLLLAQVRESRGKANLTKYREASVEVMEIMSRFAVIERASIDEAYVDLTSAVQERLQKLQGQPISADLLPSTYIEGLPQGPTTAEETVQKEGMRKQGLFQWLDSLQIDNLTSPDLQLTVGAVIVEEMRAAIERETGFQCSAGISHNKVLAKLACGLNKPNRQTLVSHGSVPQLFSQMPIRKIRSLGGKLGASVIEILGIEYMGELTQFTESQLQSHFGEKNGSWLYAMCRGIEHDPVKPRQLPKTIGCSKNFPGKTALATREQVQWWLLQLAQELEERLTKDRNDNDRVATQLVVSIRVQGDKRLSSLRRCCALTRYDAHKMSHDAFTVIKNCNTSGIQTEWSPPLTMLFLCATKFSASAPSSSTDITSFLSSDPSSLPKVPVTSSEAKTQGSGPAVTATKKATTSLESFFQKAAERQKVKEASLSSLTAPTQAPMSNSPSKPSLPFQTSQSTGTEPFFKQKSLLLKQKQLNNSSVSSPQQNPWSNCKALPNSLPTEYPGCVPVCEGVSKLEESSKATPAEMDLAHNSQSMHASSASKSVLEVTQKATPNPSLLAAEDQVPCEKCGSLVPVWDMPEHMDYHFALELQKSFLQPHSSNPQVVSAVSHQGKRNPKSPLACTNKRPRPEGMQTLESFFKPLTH
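Pol eta at 10 nM preincubated with compounds 15 min at room temperature; reaction started with fluorescent substrate (50 nM final) and read kinetically at 0 and 10 min.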
APE1 inh – qHTS Assay for Inhibitors of the Human Apurinic/apyrimidinic Endonuclease 1 (APE1). DNA repair nuclease/redox regulator APEX1 (Homo sapiens), P27695. recombinant APE1, TAMRA/BHQ-2 abasic DNA cleavage fluorescence. Potency, µM (top dose mostly 65.8 µM), without a hit: at the highest dose activity change, negative = inhibition, hits mostly inhibitors. hit rate 0.35% among 350,000. AID 2517, 2012;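 further: plate controls were vehicle for no effect and reference inhibitor for full effect; nearly all actives have a fitted effect of over 55% in size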
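Compound pre-exposure to 0.75 nM APE1, 15 min at ambient temperature. Reaction initiated with 50 nM TAMRA/BHQ-2 THF substrate, read immediately in kinetic mode, 525 nm excitation, 598 nm emission.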
* = called active by the depositor; ? = inconclusive; . = no result given; [ ] = dose if it differs, or a comment. The call rests on the fitted dose curve; in most records, active means well fitted curve in the direction sought with a large enough effect; inconclusive means small, poorly fitted or top-dose-only effect, or another doubt; inactive means no such curve, though single readings can be large; an effect the other way counts as inactive or inconclusive. Potency means the concentration at half of the fitted maximal effect. The list is partial, so the mix of outcomes need not match the whole.

Values run as follows: BLM helicase inh	POLB inh	Apoferritin bind	BAZ2B block	POLK inh	G9a block	POLI inh	Pol eta inh	APE1 inh
- COC(=O)c1cc(S(=O)(=O)N(C)C2CCCCC2)c[nH]1
 : -1%	24%	6%	-7%[57.1 µM]	-3%	?	6%	-7%	8%
- CCOC(=O)CC1C(=O)NCCN1C(=O)c1ccc(F)cc1F (configuration not stated)
 : 1%	-4%	-4%	13%	0%	9%[12.7 µM]	8%	-16%	15%
- CCCOc1ncnc2c1[nH]c1ccc(OC)cc12
 : -2%	23%	8%	0%	-5%	.	-5%	-5%	-8%
- COc1ccc(C(=O)Nc2c(Cl)cc(Cl)cc2C(=O)N2CCC(C)CC2)cc1
 : -7%	1%	-7%	0%	-12%	14%[59 µM]	-5%	-20%	6%
- CCOC(=O)CSc1nnc(-c2ccc3ncccc3c2)n1C
 : 3%	-6%	16%	-38%	8%	-14%	-2%	-7%	2%
- COc1ccc(C(=O)OCC(=O)NC2CC2)cc1S(=O)(=O)Nc1ccc(C)cc1
 : .	.	.	6%	-14%	-6%[0.0925 µM]	13%	-4%	-4%
- O=C(O)c1ccccc1C1Nc2ccccc2C(=O)N1CCCN1CCOCC1 (configuration not stated)
 : 1%	9%	2%	-20%	-1%	-29%	35%[activator]	-16%	?
- CCCCn1c(SCC(=O)/C(C#N)=C(\C)N)nc2ccccc2c1=O
 : -9%	?	-8%	-29%	-12%	-10%[59 µM]	-11%	?	3%
- COc1ccc(OC)c(/C=C(\NC(=O)c2ccccc2)C(=O)N/N=C/c2ccc(C)s2)c1
 : -3%	1%	79%[activator]	-12%	0%[60.1 µM]	9%[59 µM]	22%	9%	-5%
- Cc1ccc(Cn2c(=O)c3ccccc3n3c(-c4cccc(O)c4)nnc23)cc1
 : -3%	10%	2%	1%	-9%	-24%[59 µM]	-5%	1%	.
- Cc1ccc(S(=O)(=O)N(C)C)cc1NC(=O)c1cccnc1Oc1ccccc1
 : -5%	3%	-7%	-3%	8%	8%	7%	-6%	-6%
- Cc1ccc(OCc2n[nH]c(=S)n2-c2ccc(C)cc2)cc1
 : -6%	-24%	-1%	-16%	-7%	19%	3%	-8%	5%
- Cn1c(=O)[nH]c(NC2CCCCC2)c([N+](=O)[O-])c1=O
 : -2%	-1%	-4%	-2%	6%	1%[59 µM]	-2%	-19%	-3%
- Cc1ccc(C(C#N)c2ccc(C(=O)c3ccc(F)cc3)cc2)cc1 (configuration not stated)
 : -12%	-21%	?	4%	-3%	-37%	-4%	-7%	-4%
- COc1ccc(NC(=O)c2cccnc2SC)cc1OC
 : -1%	2%	-3%	10%	-7%	21%	15%	-7%	5%
- O=C1CC(c2cccs2)c2ccc3ccccc3c2N1 (configuration not stated)
 : -8%	40%	?	-26%	-4%	14%	-6%	-20%	-4%
- CCOC(=O)C1=C(N)Oc2c(oc(CO)cc2=O)C1c1ccc(F)cc1 (configuration not stated)
 : 3%	18%	-7%	11%	8%	9%[59 µM]	-4%	-11%	1%
- Cc1cccc(NC(=O)C2=C(O)c3ccccc3N(C)S2(=O)=O)c1
 : -1%	-2%	-1%	2%	-7%	-7%[12.7 µM]	?	-4%	0%
- CCN1CCN(c2cc(C)nc(-c3ccccc3O)n2)CC1
 : 3%	0%	-9%	-4%	-6%	-28%	4%	-2%	4%
- NC(=O)C1CCN(C(=O)c2ccc([N+](=O)[O-])cc2NC(=O)c2cccs2)CC1
 : 0%	26%	-5%	4%	-12%	-4%	13%	10%	-10%
- O=C(CN1C(=O)/C(=C/c2ccccc2F)SC1=S)NC1C=CS(=O)(=O)C1 (configuration not stated)
 : -25%	?	-2%	-32%	-13%	.	14%	?	-23%
- COc1cccc(OC)c1C(=O)NC(=O)Nc1c(C)cccc1C
 : 0%	7%	-4%	2%	1%	-6%	-9%	-10%	43%
- NC(=O)C1CCN(C2CC(=O)N(Cc3ccc(N4CCCC4=O)cc3)C2=O)CC1 (configuration not stated)
 : 2%	-1%	-6%	-9%	2%	45µM*	6%	-2%	6%
- COC(=O)c1ccc(NC(=O)CSc2nc3ccccc3c(=O)[nH]2)cc1
 : -4%	11%	5%	13%	-3%	?	-6%	-2%	0%
- CN(CCN1CCOCC1)C(=O)c1cc(COc2ccc(F)c(F)c2)on1
 : -1%	57%	-4%	-5%	-4%	.	23%	5%	-5%
- CC(CNS(=O)(=O)c1ccccc1)(c1ccccc1)N1CCCCC1 (configuration not stated)
 : -6%	-1%	-14%	-1%	-2%	-8%	6%	-6%	-3%
- COc1ccc2ccccc2c1/C=N/NC(=O)c1nnn(-c2nonc2N)c1CN(C)C
 : 2%	9%	-15%	-3%	-3%	62%[activator]	-17%	2%	-12%
- CC(C)CCNc1ncnc2c1nnn2Cc1ccccc1
 : -1%	52%	-12%	6%	-1%	.	22%	-14%	-1%
- COc1ccc(S(=O)(=O)NCC2CCCO2)cc1NC(=O)c1ccc(Cl)cc1 (configuration not stated)
 : .	.	.	-5%	-5%	-26%	0%	-2%	1%
- O=C(CCCCl)NC(=S)Nc1ccc(CN2CCOCC2)cc1
 : 0%	-12%	1%	-19%	0%	50µM*	0%	-19%	1%

An excerpt of these results, as tab-separated lines:
compound	BLM helicase inh	POLB inh	Apoferritin bind	BAZ2B block	POLK inh	G9a block	POLI inh	Pol eta inh	APE1 inh
O=C1CC(c2cccs2)c2ccc3ccccc3c2N1 (configuration not stated)	-8%	40%	?	-26%	-4%	14%	-6%	-20%	-4%
CCOC(=O)C1=C(N)Oc2c(oc(CO)cc2=O)C1c1ccc(F)cc1 (configuration not stated)	3%	18%	-7%	11%	8%	9%[59 µM]	-4%	-11%	1%
Cc1cccc(NC(=O)C2=C(O)c3ccccc3N(C)S2(=O)=O)c1	-1%	-2%	-1%	2%	-7%	-7%[12.7 µM]	?	-4%	0%
CCN1CCN(c2cc(C)nc(-c3ccccc3O)n2)CC1	3%	0%	-9%	-4%	-6%	-28%	4%	-2%	4%
NC(=O)C1CCN(C(=O)c2ccc([N+](=O)[O-])cc2NC(=O)c2cccs2)CC1	0%	26%	-5%	4%	-12%	-4%	13%	10%	-10%
O=C(CN1C(=O)/C(=C/c2ccccc2F)SC1=S)NC1C=CS(=O)(=O)C1 (configuration not stated)	-25%	?	-2%	-32%	-13%	.	14%	?	-23%
COc1cccc(OC)c1C(=O)NC(=O)Nc1c(C)cccc1C	0%	7%	-4%	2%	1%	-6%	-9%	-10%	43%
NC(=O)C1CCN(C2CC(=O)N(Cc3ccc(N4CCCC4=O)cc3)C2=O)CC1 (configuration not stated)	2%	-1%	-6%	-9%	2%	45µM*	6%	-2%	6%
COC(=O)c1ccc(NC(=O)CSc2nc3ccccc3c(=O)[nH]2)cc1	-4%	11%	5%	13%	-3%	?	-6%	-2%	0%
CN(CCN1CCOCC1)C(=O)c1cc(COc2ccc(F)c(F)c2)on1	-1%	57%	-4%	-5%	-4%	.	23%	5%	-5%
CC(CNS(=O)(=O)c1ccccc1)(c1ccccc1)N1CCCCC1 (configuration not stated)	-6%	-1%	-14%	-1%	-2%	-8%	6%	-6%	-3%

Continuation:
Values run as follows: BLM helicase inh	POLB inh	Apoferritin bind	BAZ2B block	POLK inh	G9a block	POLI inh	Pol eta inh	APE1 inh
- Cc1ccc(N(CC(=O)Nc2ccc(C)cn2)S(=O)(=O)c2c(C)nn(C)c2C)cc1
 : -1%	-2%	-11%	-1%	-9%	-28%	2%	-9%	-3%
- O=C(Nc1cccc(C(=O)O)c1)/C(=C\c1ccco1)NC(=O)c1ccccc1
 : 1%	16%	-4%	3%	-30%	?	?	?	15%
- CCN1C(Nc2ccccc2)=NC[C@@H]1C
 : -5%	4%	-1%	0%	-2%	16%	13%	-9%	17%
- CCNC(=O)c1cc(S(=O)(=O)N2CCSCC2)ccc1OC
 : 1%	2%	-1%	11%	0%	.	50%[activator]	-16%	-7%
- COc1ccc(COC[C@H](C)[C@H](O[Si](C)(C)C)[C@@H](C)[C@H]2OC(=O)[C@H]2C)cc1
 : -2%	.	-3%	.	?	.	?	.	4%
- COc1ccc(NC(=O)C2CC(=O)N/C(=N/N=C/c3ccccc3)S2)cc1 (configuration not stated)
 : 2%	-1%	3%	-4%	-5%	-1%	-13%	11%	-4%
- Cc1c(NC(=O)CN2C(=O)c3ccccc3S2(=O)=O)c(=O)n(-c2ccccc2)n1C
 : 0%	-24%	5%	0%	1%	-43%[59 µM]	-11%	-6%	-3%
- Cn1c(N)c(C(=O)COC(=O)C23CC4CC(CC(C4)C2)C3)c(=O)n(C)c1=O
 : -9%	13%	?	5%	-24%	4%[12.7 µM]	23%	-2%	15%
- Cc1ccc(NC(=O)C2CCN(S(=O)(=O)c3ccc4c(c3)NC(=O)CO4)CC2)cc1C
 : -3%	1%	-16%	-11%	5%	32%[activator]	31%[activator]	-13%	31%
- CCC(=O)c1ccc(OCC(=O)NCC2(N3CCCCC3)CCCCC2)cc1
 : 0%	-3%	-5%	-4%	9%	13%[59 µM]	15%	0%	?
- C[C@H](C(=O)C=[N+]=[N-])N1C(=O)c2ccccc2C1=O
 : 0%	11%	-8%	0%	.	17%[59 µM]	.	.	6%
- CCOC(=O)c1c(NC(=S)NC(=O)c2ccco2)sc2c1CCCC2
 : -4%	-1%	-10%	-4%	-8%	-2%	17%	-8%	6%
- COC(=O)CN1C(=O)COc2ccc(S(=O)(=O)NCc3ccccc3)cc21
 : -3%	3%	-4%	-3%	-22%	8%[59 µM]	20%	-10%	9%
